Pol beta inh – DNA polymerase beta (human) inhibition; Pol beta primer extension/strand displacement, fluorescence kinetic; Potency, µM (series often up to 114 µM), for the others: at the top dose activity change, negative = inhibition, usual class: inhibitors; hit rate 1.3% among 340,000; AID 485314; note: potency is the fitted concentration of half-maximal effect; % is set by controls: 0 for no effect and ±100 for the full control effect
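Human Pol beta at 10 nM; strand-displacement substrate 50 nM final. Compound exposure 15 min at room temperature before start, reaction 10 min at room temperature.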
ERG Ets-DNA blk – ERG Ets/DNA interaction inhibition; hit rate 0.028% among 370,000; Potency, µM (doses to about 76.9 µM), inactives show at the highest dose FP activity, negative = inhibition, usual class: inhibitors; P11308; fluorescence polarization, His-ERG Ets domain / labelled DNA; active = well fitted inhibition curve with a large enough effect in the polarisation, with a control signal flat; inconclusive = small, poorly fitted or top-dose-only effect, or effect the other way, or a change in a side signal; inactive = no such curve, though single readings can be large or run the other way; the % refers to the polarisation;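 note: polarization taken with two DNA probes labelled with fluorescein and Texas red; potency is the fitted concentration of half-maximal effect; % of control where 0% means no effect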
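His-tagged ERG Ets domain (1 uM in the protein solution; 300mM KCl, 50mM Tris-HCl, 1mM EDTA, 1mM DTT, pH 7.5) received compound, then a probe mix of 5 nM fluorescein-DNA and 100nM Texas-615-DNA. Fluorescence polarization was read for both dyes.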
POLK inh – DNA polymerase kappa (human) inhibition; Q9UBT6; purified Pol kappa, fluorescent DNA synthesis assay, 10 min; Potency, µM (doses to about 107 µM), without a hit: at the top dose activity, negative = inhibition, most hits filed as inhibitors; hit rate 0.53% among 400,000; AID 588579; note: potency is the fitted concentration of half-maximal effect; % is set by controls: 0 for no effect and ±100 for the full control effect
Target sequence (Q9UBT6 whole entry, looked up): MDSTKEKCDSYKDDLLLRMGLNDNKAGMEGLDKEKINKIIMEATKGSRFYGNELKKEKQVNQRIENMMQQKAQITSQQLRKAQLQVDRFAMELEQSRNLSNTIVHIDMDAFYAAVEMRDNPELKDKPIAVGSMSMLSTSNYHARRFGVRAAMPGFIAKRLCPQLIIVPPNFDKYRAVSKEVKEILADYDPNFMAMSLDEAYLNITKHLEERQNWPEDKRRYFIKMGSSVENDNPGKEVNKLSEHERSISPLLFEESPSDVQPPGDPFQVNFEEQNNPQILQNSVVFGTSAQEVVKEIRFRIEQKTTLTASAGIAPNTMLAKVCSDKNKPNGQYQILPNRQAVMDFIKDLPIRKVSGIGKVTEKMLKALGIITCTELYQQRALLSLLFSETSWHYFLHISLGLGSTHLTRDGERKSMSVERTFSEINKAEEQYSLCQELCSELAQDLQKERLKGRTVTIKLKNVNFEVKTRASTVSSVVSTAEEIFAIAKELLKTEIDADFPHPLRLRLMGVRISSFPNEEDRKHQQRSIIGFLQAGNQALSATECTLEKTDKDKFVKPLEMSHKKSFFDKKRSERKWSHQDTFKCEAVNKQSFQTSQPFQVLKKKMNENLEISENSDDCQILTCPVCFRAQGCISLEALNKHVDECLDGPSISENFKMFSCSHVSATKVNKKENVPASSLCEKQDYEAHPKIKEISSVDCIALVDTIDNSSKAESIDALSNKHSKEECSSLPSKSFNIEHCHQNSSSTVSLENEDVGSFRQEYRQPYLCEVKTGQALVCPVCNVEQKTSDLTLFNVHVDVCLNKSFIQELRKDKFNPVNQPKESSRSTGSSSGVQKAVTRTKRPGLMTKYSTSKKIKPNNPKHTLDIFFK
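Kinetic fluorescence screen: compound preincubated 15 min RT with 10 nM enzyme; 50 nM substrate (final) initiates; reads at 0/10 min.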
TRHR agonist – agonists of human TRH receptor; P34981; TRHR cells, calcium flux fluo-8, FDSS agonist mode; activation, % at 2 µM; hit rate 0.18% among 360,000; AID 493084; in the data active = activation above about 30%; note: 0% is about no effect
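Steps: seed TRHR cells overnight; add fluo-8 no-wash Ca dye, RT 30 min–1.5 h; record 10 s baseline; pin-transfer compounds; monitor fluorescence 1 cycle/s for the agonist window. Calcium increases flag candidate agonists.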
POLI inh – blocks human DNA polymerase iota activity | Potency, µM (top dose mostly 115 µM), without a hit: at the top dose activity, negative = inhibition, most hits filed as inhibitors | Q9UNA4 | Pol iota fluorescent replication assay, 10 min | AID 588590 | hit rate 1% among 390,000; note: potency is the fitted concentration of half-maximal effect
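Fluorescent replication assay read twice, at 0 min and 10 min after adding 50 nM (final) substrate. Enzyme (10 nM) and compounds were first incubated 15 min at room temperature; enzyme-free buffer wells were negative controls.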
Anesthetic bind – candidate novel general anesthetic via apoferritin binding; P02791; apoferritin/1-aminoanthracene competitive binding, fluorescence; Potency, µM (doses to about 77.5 µM), without a hit: at the highest dose activity change, negative = displacement, most hits filed as inhibitors; hit rate 0.074% among 350,000; note: potency is the fitted concentration of half-maximal effect; % is set by controls: 0 for no effect and ±100 for the full control effect; nearly all actives have a fitted effect of over 20% in size
Target sequence (P02791 2-175 limits assumed): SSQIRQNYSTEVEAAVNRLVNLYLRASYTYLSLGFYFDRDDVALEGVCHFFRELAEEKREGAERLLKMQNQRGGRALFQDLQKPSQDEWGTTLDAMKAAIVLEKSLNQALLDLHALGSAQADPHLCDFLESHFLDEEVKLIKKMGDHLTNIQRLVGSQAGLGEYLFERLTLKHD
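Steps: apoferritin (10 uM) was premixed with half-saturated 1-AMA in PBS, compounds were pin-transferred, plates stood 10 min at room temperature, fluorescence was read at 380/535 nm, and curves were fitted with a Hill equation.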
APE1 inh – APE1 (human) endonuclease inhibition; recombinant APE1, TAMRA/BHQ-2 abasic DNA cleavage fluorescence; AID 2517; hit rate 0.35% among 350,000; Potency, µM (titrated, usually from 65.8 µM), without a hit: at the top dose activity change, negative = inhibition, usual class: inhibitors;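 note: potency is the fitted concentration of half-maximal effect; plate controls were vehicle for no effect and reference inhibitor for full effect; nearly all actives have a fitted effect of over 55% in size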
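APE1 at 0.75 nM final was preincubated with compound 15 min at room temperature, then 50 nM double-stranded THF abasic-site substrate (5'-TAMRA/3'-BHQ-2) was added. Fluorescence (ex 525/em 598 nm) was read kinetically; third-minus-first read gave activity.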
BLM helicase inh – inhibitors of human Bloom syndrome helicase BLM; AID 2528; recombinant BLM DNA unwinding, fluorescence dequenching; hit rate 0.2% among 350,000; Potency, µM (top dose mostly 56.1 µM), for the others: at the top dose activity change, negative = inhibition, hits mostly inhibitors;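 note: potency is the fitted concentration of half-maximal effect; plate controls were vehicle for no effect and no enzyme for full effect; nearly all actives have a fitted effect of over 35% in size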
12-LOX inh – inhibitors of human 12S-lipoxygenase ALOX12 | purified 12hLO, xylenol orange hydroperoxide absorbance | Potency, µM (doses to about 108 µM), inactives show at the top dose activity change, negative = inhibition, hits mostly inhibitors | P18054 | hit rate 1.1% among 580,000; note: potency is the fitted concentration of half-maximal effect; % is set by controls: 0 for no effect and ±100 for the full control effect
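Purified human 12hLO at 150 nM in 25 mM Hepes, 0.01% Triton X-100, pH 7.0, preincubated 15 min at room temperature with compound. Reaction started with 40 uM arachidonic acid, 30 min at room temperature. Hydroperoxide measured by Fe-xylenol orange, 573/405 nm absorbance ratio.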
* marks the source's active call; other numbers are inactive results; i = inactive; ? = inconclusive; nt = not tested or not shown; & = joins results of further samples; [ ] = remark or other dose. Unless noted, calls come from the whole dose curve; as a rule, active = well fitted curve in the direction sought with a large enough effect; inconclusive = small, poorly fitted or top-dose-only effect, or another doubt; inactive = no such curve, though single readings can be large; an effect the other way counts as inactive or inconclusive. Not all compounds are listed; the hit share may differ from the screen's.

SMILES	Pol beta inh	ERG Ets-DNA blk	POLK inh	TRHR agonist	POLI inh	Anesthetic bind	APE1 inh	BLM helicase inh	12-LOX inh
O=C(O)c1cccc(S(=O)(=O)N2CCN(Cc3ccc4c(c3)OCO4)CC2)c1	5%	19%	-10%	-0.2	26%	1%	-15%	-1%	-11%
Cc1ccc(C)c(N2CCN(C(=O)C3CCCN(S(=O)(=O)c4cnc[nH]4)C3)CC2)c1 (configuration not stated)	24%	8%	-12%	0.5	-19%	-16%	9%	-4%	-12%
CN1C(=O)C(C)(C)c2cc(S(=O)(=O)N3CCN(c4ccc(F)cc4)CC3)ccc21	17%	11%	-5%	-1.3	22%	-3%	6%	-2%	-2%
CCOC(=O)N1CCC(NC(=O)CCC(=O)N2CCOc3ccccc32)CC1	44%	9%	6%	-0.7	9%	-5%	-3%	0%	0%
Cc1ccccc1C(=O)NNC(=O)C1CC(=O)N(c2ccc3c(c2)OCCO3)C1 (configuration not stated)	nt	nt	4%	0.1	30%	nt	10%	nt	161%[activator]
Cc1ccccc1N/C=C/C(=C(C#N)C#N)N(C)C	37%	nt	-3%[60.1 µM]	0.6	32%[activator]	-10%	15%	1%	-5%[57.4 µM]
CCCCn1cnc2c1c(=O)[nH]c(=O)n2CCCC	9%	0%	-4%	-0.6	4%	-19%	2%	-4%	-1%&15%
CC(C)Cn1c(N)c(C(=O)COC(=O)/C=C/c2cccs2)c(=O)n(C)c1=O	15%	29%	2%	1.3	27%	-6%	7%	-7%	-19%
O=C(NCC(c1ccco1)N1CCOCC1)c1ccc(F)cc1 (configuration not stated)	nt	2%	-3%	-0.1	16%	nt	11%	nt	-22%
CCc1ccc(NC(=O)CSc2nc(-c3ccccc3)no2)cc1	-24%	-11%	-17%	1.1	10%	-4%	nt	-5%	-10%
CC(CNC(=O)c1cc(COc2ccc3ncccc3c2)on1)c1ccccc1 (configuration not stated)	-10%	-5%	0%	-0.4	24%	?	4%	-6%	?
Cc1cccc(OCCCN2C(=O)C(=O)c3cc(C)ccc32)c1	-10%	-7%	-10%	-0.2	-18%	?	-4%	-15%	-26%
CCCCN(CC)CCNC(=O)Cn1cc2c(n1)-c1c(oc(C(=O)N3CCCC3)c1C)CC2	45%&18%[activator]	-3%&-7%	-20%&-12%	-0.2&0.0	11%&-1%	-6%&-12%	-5%	2%&4%	8%&0%
CCCCCCN1CC(=O)N2[C@@H](Cc3c([nH]c4ccccc34)C2(C)C)C1=O	-3%	0%	-1%	-0.3	?	-9%	11%	-7%	nt
O=C(Oc1cc(=O)oc2ccccc12)c1ccccc1	13%	14%	-3%	0.1	-6%	-1%	23%	1%	-14%

A draw from above in order of count of non-hydrogen atoms, rising.
SMILES	Pol beta inh	ERG Ets-DNA blk	POLK inh	TRHR agonist	POLI inh	Anesthetic bind	APE1 inh	BLM helicase inh	12-LOX inh
Cc1ccccc1N/C=C/C(=C(C#N)C#N)N(C)C	37%	nt	-3%[60.1 µM]	0.6	32%[activator]	-10%	15%	1%	-5%[57.4 µM]
CCCCCCN1CC(=O)N2[C@@H](Cc3c([nH]c4ccccc34)C2(C)C)C1=O	-3%	0%	-1%	-0.3	?	-9%	11%	-7%	nt
Cc1ccc(C)c(N2CCN(C(=O)C3CCCN(S(=O)(=O)c4cnc[nH]4)C3)CC2)c1 (configuration not stated)	24%	8%	-12%	0.5	-19%	-16%	9%	-4%	-12%

The listing continues.
SMILES	Pol beta inh	ERG Ets-DNA blk	POLK inh	TRHR agonist	POLI inh	Anesthetic bind	APE1 inh	BLM helicase inh	12-LOX inh
CC(=O)/C(C(=N)N1CCN(c2cccc(Cl)c2)CC1)=C(\C)O	2%	nt	-5%[60.1 µM]	0.7	10%	4%	-6%	-1%	-28%[57.4 µM]
COc1ccc(C2CC(c3ccccc3)Oc3c(C)ccc(C)c32)cc1 (configuration not stated)	nt	nt	-16%&-28%	nt	12%&4%	84%&58%[activator]	-3%&-4%	-5%&-3%	nt
COc1ccc(OC2CCN(C(=O)Nc3ccc(C)cc3)CC2)cc1	20%	-21%	0%	0.2	3%	-6%	-12%	-3%	116%[activator]
Clc1ccc(CSc2nnc(-c3cccnc3)o2)cc1	26%	9%	-12%	-0.7	1%	-17%	-3%	-2%	-30%
C/C(=N/NC(=O)c1cc(Cl)ccc1O)C12CC3CC(CC(C3)C1)C2	7%	-2%	-5%	0.5	4%	-13%	0%	-4%	-13%
CCc1nnc(NC=C2C(=O)OC(C)(C)OC2=O)s1	37%	-1%	-5%	1.7	1%	-11%	22%	1%	-21%
CCn1cc(C(=O)N(C)c2ccccc2F)c2cc(OC)c(OC)cc2c1=O	26%	14%	-16%	-0.2	-2%	-12%	-20%	1%	nt
CCC1CN(C(=O)N2CCC(C(=O)N3CCN(c4ccccc4)CC3)CC2)c2ccccc2O1 (configuration not stated)	1%	3%	-6%	-0.2	26%	?	nt	-11%	0%
CCCc1nn2c(=O)cc(COC(=O)c3cccs3)nc2s1	9%	1%	-18%	-0.5	-10%	42%[activator]	nt	1%	-11%
CCOCCCNC(=O)c1cc2c(=O)[nH]c3ccccc3c2n1C	28%	6%	14%	-0.8	44%[activator]	25%	nt	3%	-18%
COc1ccccc1N1CCN(C(CNC(=O)C(=O)NCCN(C)C)c2cccnc2)CC1 (configuration not stated)	23%	-2%	-1%	-0.4	26%	-8%	nt	2%	2%
COc1cc(C=O)ccc1OCC(=O)Nc1cccc(S(=O)(=O)N(C)c2ccccc2)c1	nt	-8%	-1%	-0.1	14%	nt	-5%	nt	13%
COc1cccc(-n2c(SCC(=O)c3ccccc3)nc3c([nH]c4ccccc43)c2=O)c1	1%	1%	-3%[60.1 µM]	0.2	26%	?	nt	-5%	?
CC(C)N1CCC(=NNC(=O)c2cccs2)CC1	3%	11%	-4%	1.3	30%	-14%	17%	-2%	i
CCc1cc2c3c([nH]c2cc1S(=O)(=O)NCCCOC)CC(C)(C)CC3=O	4%	-2%	9%	0.0	21%	-5%	12%	-5%	2%
CCOc1ccccc1-n1c(SCC(N)=O)nnc1-c1ccccc1	24%	-3%	-6%	-1.1	-5%	-9%	0%	2%	-2%
O=C(COc1ccccc1)NCCSCc1ccccc1Cl	3%	-2%	3%	-1.6	113%[activator]	?	18%	-14%	4%
O=C(CSc1ccccc1)NCc1ccc(F)cc1	-16%	?	2%	-1.5	27%	-14%	-3%	-2%	-3%
COc1cccc(CNC(=O)C2CCCN(S(=O)(=O)c3c(C)n[nH]c3C)C2)c1 (configuration not stated)	28%	7%	-2%	0.6	-1%	-11%	-11%	0%	0%[57.4 µM]
COc1ccccc1NS(=O)(=O)c1cc(NC(=O)c2ccccc2F)ccc1N1CCOCC1	30%[activator]	1%	-9%	0.2	63%[activator]	-10%	23%	-7%	-2%
CCOc1ccc(S(=O)(=O)NC2CCCCCC2)cc1	42%	-4%	-7%	-0.9	0%	-17%	2%	-2%	-16%
Cc1ccc(S(=O)(=O)N2CCOCC2)cc1NC(=O)COC(=O)c1cnccn1	nt	6%	-3%	0.7	27%	nt	22%	nt	147%[activator]
CC(C)CN(C(=O)COC(=O)CNC(=O)c1ccccc1)c1c(N)n(Cc2ccccc2)c(=O)[nH]c1=O	nt	1%	-6%	0.2	1%	nt	7%	nt	-15%
CCCN(CC(=O)Nc1ccccc1C)C(=O)c1ccc(N2CCCC(C)C2)c([N+](=O)[O-])c1 (configuration not stated)	nt	15%	-7%	nt	28%	nt	nt	nt	4%
COc1cccc(-c2ccc(NC(=O)C3CCCN(Cc4ccco4)C3)cc2)c1 (configuration not stated)	nt	1%	-10%	nt	-3%	nt	nt	nt	-20%
O=C(C[n+]1ccccc1)N/N=C/c1ccc(Cl)cc1	nt	1%	-5%	0.8	9%	nt	-5%	nt	-21%
O=C(N/N=C/c1sc(N2CCOCC2)nc1-c1ccccc1)c1ccc(O)cc1	?	-14%	-26%	0.4	32%[activator]	-11%	-11%	-26%	2%
CCNC(=S)Nc1ccc(-c2nc3ccccc3[nH]2)cc1	-8%	1%	-3%	-0.1	80%[activator]	-1%	?	-8%	368%[activator]
CC(C)Oc1ccc(C(=O)Nc2ncn[nH]2)cc1	-13%	-7%	-1%	1.4	117%[activator]	0%	-1%	-2%	30%[activator]
CCSC1=NC2(CCN(C(=O)NC3CCCCC3)CC2)N=C1c1ccc(C)c(C)c1	-20%	-4%	-3%	0.5	13%	-9%	nt	-1%	-27%
O=C1N(c2ccccc2)CCN1c1ccccc1	18%	4%	-16%	-0.5	8%	-3%	4%	0%	-4%
Brc1ccccc1OCCCN1CCCCCC1	-12%	1%	2%	0.6	42%[activator]	-6%	-1%	8%	?
O=C(CNC(=O)/C(=C\c1ccccc1)NC(=O)c1ccc(Br)cc1)OCc1ccccc1	-3%	-8%	-5%	-0.2	-9%	?	-8%	2%	0%
COC(c1ccccc1)c1nnc(CCC(=O)NCCc2ccc(Cl)cc2)o1 (configuration not stated)	40%	-1%	5%	-0.3	3%	-5%	-2%	0%	10%
O=S(=O)(NCCc1csc(-c2cccnc2)n1)c1cccc(F)c1	29%	-1%	3%	-0.6	17%	-11%	17%	-4%	6%
CN(C)CCNc1oc(-c2cccc(Cl)c2)nc1C#N	3%	1%	-13%	0.7	2%	-5%	4%	0%	-44%&-17%
Cc1occc1-c1nnc(SCC(=O)Nc2ccccc2)n1Cc1ccccc1	7%	nt	-7%	-0.6	2%	?	-2%	-3%	-9%
Cc1ccc2[nH]c(=O)c(C(c3nnnn3C3CCCC3)N(Cc3cccnc3)Cc3ccco3)cc2c1 (configuration not stated)	3%	3%	-10%	0.1	6%	-17%	-3%	-5%	?
O=C(NC(=O)c1cc(OCC(F)(F)F)ccc1OCC(F)(F)F)Nc1ccccc1	2%	-3%	-12%	5.0	9%	-18%	0%	-8%	78%[activator]

Screens (PubChem BioAssay)
